# ALDH1A1 block – ALDH1A1 (human) enzyme inhibition. 220,000 tested, 7.3% active. AID 1030. Potency, µM (highest dose often 75.3 µM), for inactives: top-dose activity, negative = inhibition, most hits filed as inhibitors. P00352. Purified ALDH1A1, NADH fluorescence, propionaldehyde substrate; active = well fitted inhibition curve with a large enough effect, not every such curve was filed as active; inconclusive = small, poorly fitted or top-dose-only effect, or another doubt; inactive = no such curve, though single readings can be large or run the other way;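 also: plate controls were no enzyme wells and a reference inhibitor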
# SMN2 splice up – enhancers of SMN2 splice variant expression. HEK293 SMN2-luciferase splicing reporter, luminescence, 30-36 h. Potency, µM (top dose mostly 46.1 µM), inactives show at the top dose activity change, positive = activation, actives largely listed as activators. 210,000 tested, 2.8% active; also: % of control where 0% means no effect; nearly all actives have a fitted effect of over 55% in size
#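 HEK293 cells carry an SMN2 minigene-luciferase reporter in which exon 7 inclusion puts luciferase in frame. Cells were seeded at 2000 cells/well, attached for 10-12 hours, then exposed to compounds for 30-36 hours at 37C before ONE-Glo luminescence.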
# aGal spleen mod – inhibits or activates alpha-galactosidase in human spleen homogenate; P06280; human spleen homogenate, 4MU-alpha-Gal fluorescence, 40 min; Potency, µM (doses to about 80 µM), without a hit: at the top dose activity change, negative = inhibition, actives largely listed as inhibitors; 240,000 tested, 0.008% active;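 also: 0% = enzyme with vehicle and -100% = no enzyme basal signal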
# Target sequence (P06280 32-429 limits assumed): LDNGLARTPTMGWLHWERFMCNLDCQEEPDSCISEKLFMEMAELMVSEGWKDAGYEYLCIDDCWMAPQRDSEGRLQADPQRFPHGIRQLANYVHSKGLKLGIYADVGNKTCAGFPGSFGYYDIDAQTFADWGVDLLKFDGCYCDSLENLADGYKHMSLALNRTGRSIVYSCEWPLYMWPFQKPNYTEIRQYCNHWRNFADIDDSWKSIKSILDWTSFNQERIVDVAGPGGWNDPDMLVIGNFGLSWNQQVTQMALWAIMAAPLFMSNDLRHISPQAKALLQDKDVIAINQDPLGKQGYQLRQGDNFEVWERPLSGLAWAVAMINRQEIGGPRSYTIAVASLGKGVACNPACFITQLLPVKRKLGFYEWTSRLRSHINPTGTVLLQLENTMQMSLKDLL
#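 Human spleen homogenate (1 ug) was the enzyme source, with 4-methylumbelliferyl-alpha-D-galactopyranoside (1 mM final) in pH 5.0 citrate buffer with 0.01% Tween-20. Compounds were titrated; after 40 min at 37C, NaOH/glycine stop, 4-MU fluorescence read; AC50 from Hill fits.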
# GoLoco inh red – RGS12 GoLoco-Gai1 interaction inhibition | Potency, µM (doses to about 61.6 µM), inactives show top-dose activity, negative = inhibition, hits mostly inhibitors | P63096 | 230,000 tested, 0.44% active | Gai1:RGS12 GoLoco peptide FP, rhodamine, 10 min; active = well fitted inhibition curve with a large enough effect, not every such curve was filed as active; inactive = no such curve, though single readings can be large or run the other way; also: % is scaled to controls: 0 for no effect and ±100 for the full control effect; nearly all actives have a fitted effect of over 30% in size; many of its hits are not listed in these tables
# KDM4E inh – JMJD2E (human) inhibition | JMJD2E catalytic domain, FDH-coupled NADH fluorescence (FDH is formaldehyde dehydrogenase) | 230,000 tested, 1.6% active | Potency, µM (top dose mostly 57.1 µM), for the others: top-dose activity change, negative = inhibition, usual class: inhibitors | B2RXH2; active = well fitted inhibition curve with a large enough effect, not every such curve was filed as active; inconclusive = small, poorly fitted or top-dose-only effect, or another doubt; inactive = no such curve, though single readings can be large or run the other way;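 also: 0% = wells with enzyme and -100% = buffer wells without enzyme; nearly all actives have a fitted effect of over 50% in size; many of its hits are not listed in these tables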
# Target sequence (B2RXH2 1-337 limits assumed): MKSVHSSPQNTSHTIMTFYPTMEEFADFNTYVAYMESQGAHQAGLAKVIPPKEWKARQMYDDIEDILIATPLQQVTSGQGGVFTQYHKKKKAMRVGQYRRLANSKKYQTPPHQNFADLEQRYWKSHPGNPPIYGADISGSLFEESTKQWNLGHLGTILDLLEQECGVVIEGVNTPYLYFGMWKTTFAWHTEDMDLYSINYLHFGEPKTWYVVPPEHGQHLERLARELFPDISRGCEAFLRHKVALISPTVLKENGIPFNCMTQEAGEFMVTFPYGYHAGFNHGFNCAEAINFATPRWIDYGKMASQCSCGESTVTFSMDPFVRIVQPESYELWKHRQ
# GAA glycogen mod – alters human alpha-glucosidase cleavage of glycogen; P10253; Potency, µM (series often up to 76.4 µM), for the others: at the top dose activity change, negative = inhibition, actives largely listed as inhibitors; recombinant GAA, glycogen substrate, Amplex Red glucose oxidase fluorescence; 300,000 tested, 0.38% active;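 also: 0% = full enzyme reaction and -100% = no-enzyme basal signal; the screen sought inhibitors and activators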
#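 Natural-substrate format: glycogen cleavage by 4 nM human enzyme, glucose read by Amplex Red coupling (Ex 573, Em 610 nm). Normalized to enzyme and no-enzyme controls.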
# GAA spleen mod – lysosomal alpha-glucosidase (human) modulation; human spleen homogenate, 4-MU-alpha-glucoside fluorescence; Potency, µM (titrated, usually from 79.9 µM), inactives show at the highest dose activity change, negative = inhibition, most hits filed as inhibitors; AID 2112; 240,000 tested, 0.006% active;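 also: 0% = enzyme with vehicle and -100% = no enzyme basal signal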
#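 Compounds were titrated against alpha-glucosidase in spleen homogenate at pH 5.0, with 1 mM 4-methylumbelliferyl substrate for 40 min at 37 C. Reactions were quenched with pH 10 NaOH/glycine and fluorescence measured.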
# GAA inhib – alpha-glucosidase (human) inhibition; P10253; purified human GAA, 4-MU-alpha-glucoside fluorescence; 200,000 tested, 0.005% active; Potency, µM (titrated, usually from 76.9 µM), without a hit: top-dose activity change, negative = inhibition, usual class: inhibitors;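 also: plate controls were uninhibited enzyme wells for no effect and no-enzyme background for full effect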
#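 Read-out is 4-methylumbelliferone fluorescence (Ex 365/Em 440 nm) after NaOH/glycine stop at pH 10. Enzyme 4 nM, substrate 400 uM, pH 5.0 citrate buffer, 20 min room temperature; AC50 from Hill-equation concentration-response.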
# Active calls of the source: *; u = inconclusive; x = not tested or not shown; [ ] = remark or other dose. Unless noted, calls follow the shape of the dose curve; as a rule, active = well fitted curve in the direction sought with a large enough effect; inconclusive = small, poorly fitted or top-dose-only effect, or another doubt; inactive = no such curve, though single readings can be large; an effect the other way counts as inactive or inconclusive. Potency is read from the fitted curve at half-maximal effect.
SMILES,ALDH1A1 block,SMN2 splice up,aGal spleen mod,GoLoco inh red,KDM4E inh,GAA glycogen mod,GAA spleen mod,GAA inhib
O=C(NC1CCC(O)CC1)c1ccc(S(=O)(=O)NCc2ccco2)cc1 (stereo unspecified),10.0%,13.0%,16.0%,-8.4%,-2.0%,16.3%,6.7%,3.6%
O=C(CCn1cnc(-c2ccccc2)c1-c1ccccc1)N/N=C/c1ccccc1O,-7.1%,-95.8%[inhibitor],12.1%,0.7%,u,-6.5%,2.0%,13.7%
O=C1CSC(c2cccc([N+](=O)[O-])c2)N1c1ccc(O)cc1 (stereo unspecified),5.2%,-14.6%,5.1%,-0.7%,1.5%,-3.5%,4.9%,-1.0%
CN=C1C([N+](=O)[O-])=CC=C2C1=NC1(CCCCC1)N2O,8.1%,-36.2%,-18.4%,5.4%,-4.3%,-6.7%,0.5%,5.0%
Cc1ccc(CCNC(=O)C2CCCN(S(=O)(=O)c3c(C)nn(C)c3C)C2)cc1 (stereo unspecified),10.2%,-19.6%,-4.4%,4.6%,8.4%,-4.5%,-5.3%,-3.4%
COCCn1c(=O)c(-c2ccc(OC)cc2)nc2cnc(Oc3ccc(OC)cc3)nc21,u,-0.3%,0.5%,12.6%,x,x,-12.0%,x
CC(=O)c1c(C)nn(-c2ccccc2)c1C,x,x,12.5%,1.2%,-5.6%,4.6%,2.8%,x
O=C(CN1C(=O)C2CC=CCC2C1=O)NCC1COc2ccccc2O1 (stereo unspecified),u,-6.8%,-6.7%,11.0%,6.8%,14.5%,-8.5%,-0.1%
Nc1nc(-c2cccnc2)nn1C(=O)c1ccc(F)cc1,8.2%,x,7.2%,2.4%,5.7%,-1.6%,1.5%,5.0%
Cn1ccnc1C1CCCCN1C(=O)c1cc(COc2ccc(F)cc2Cl)on1 (stereo unspecified),3.5%,-16.2%,1.5%,11.1%,8.4%,-15.3%,-3.9%,-5.4%
CCn1cc(/C=N\NC(=O)c2ccc(F)cc2)cn1,3.0%,10.5%,0.1%,-5.0%,-28.1%,-5.0%,0.1%,2.7%
Cc1ccc2cc(C#N)c(N3CCN(C)CC3)nc2c1,-8.8%,-3.6%,0.6%,-1.6%,u,1.2%,2.5%,-7.4%
CC(C)=CCN1CCN(Cc2nc(-c3ccc(F)cc3)cs2)CC1CCO (stereo unspecified),x,x,7.9%,-4.2%,9.0%,-0.8%,5.4%,x
Cc1ccccc1CNC(=O)/C=C\C(=O)O,-13.3%,5.8%,-1.1%,28.1%,0.9%,2.4%,4.8%,u
Cc1ccnc(NC2OC(=O)c3ccccc32)c1 (stereo unspecified),u,x,-4.1%,6.2%,-6.4%,-1.9%,-2.7%,-12.7%
CCOc1cc(C2C3=C(CCCC3=O)Nc3ccc4ncccc4c32)ccc1O (stereo unspecified),-4.5%,5.7%,-5.1%,-0.6%,-27.8%,u,-0.4%,-0.2%
COc1ccc(N(C)C(=O)c2cc3c(Cl)nc4ccccc4c3s2)cc1,-5.7%,-28.1%,-9.2%,6.3%,-14.4%,-5.2%,-14.2%,-5.5%
CCCN1CCC(=NNC(=O)CSc2cc(C)c(Br)cc2C)CC1,u,7.7%,-3.4%,9.8%,-1.3%,4.6%,-8.4%,-1.0%
Cc1ccc(-c2ccc(/C=N\NC(=O)c3cc4c(ccc5ccccc54)o3)o2)cc1[N+](=O)[O-],-3.1%,-17.4%,-6.2%,-2.2%,-28.4%,5.2%,0.1%,-0.2%
C/C(=N\NC(=S)NCc1ccccc1)c1ccco1,31.6µM*,9.6%,-12.5%,3.8%,-15.7%,u,7.3%,-5.1%
O=C(c1cccs1)N1CCN(Cc2ccccc2)CC1,5.9%,-4.0%,-12.1%,4.5%,3.9%,11.6%,-6.3%,7.4%
O=C(CC1SCCNC1=O)Nc1cccc(Cl)c1 (stereo unspecified),-2.3%,13.0%,7.6%,-5.9%,-0.8%,1.3%,4.6%,-1.7%
Cc1c(O)cc2n(c1=O)-c1ccccc1C2(C)C,4.0%,-15.4%,-2.8%,1.3%,2.2%,12.6%,-5.6%,5.4%
NC(=O)c1cc(S(=O)(=O)NC2CCCCC2)co1,17.0%,5.8%,-4.2%,6.7%,7.8%,-6.2%,-9.1%,-0.7%
O=C(OCC#CCSc1nnc(-c2cccc3ccccc23)o1)c1cccs1,u,-29.8%,2.5%,7.1%,u,-2.5%,0.1%,1.6%
COC(=O)c1cc(OC)c(OC)cc1NC(=O)Cn1nnc(-c2ccccc2Cl)n1,u,8.5%,4.7%,-1.7%,u,-3.1%,-1.5%,-1.2%
Cc1cc(C)nc(NC2=NCC(=O)N2c2cccc(Cl)c2)n1,9.8%,-0.1%,4.5%,9.3%,8.1%,5.7%,-7.6%,-1.1%
Cc1c(NC(=O)C(C)Sc2n[nH]c(N)n2)c(=O)n(-c2ccccc2)n1C (stereo unspecified),12.4%,-10.5%,2.7%,14.5%,1.8%,10.7%,-2.1%,-1.1%
Cc1nc2ccccc2c(=O)n1NC(=O)c1ccccc1Cl,5.1%,-21.3%,-4.9%,-0.2%,-4.6%,-2.9%,-9.0%,1.0%
CCOC(=O)c1nn(C23CC4CC(CC(C4)C2)C3)c2c1C(=O)N(c1ccc(C)cc1)C2=O,8.4%,17.4%,2.7%,-12.1%,2.8%,-2.7%,2.4%,-3.3%
Cc1ccc(Nc2c([N+](=O)[O-])c(=O)n(C)c3ccccc23)cc1C,8.91µM*,-23.2%,-5.2%,11.6%,6.2%,7.7%,-17.6%,-9.0%
Cc1cccc(OCC(=O)NNC(=O)C2CCCCC2C(=O)O)c1 (stereo unspecified),1.6%,22.8%,0.8%,7.9%,1.1%,-4.5%,2.2%,-1.7%
CCOC(=O)C1=C(O)C(=O)N(c2ccccc2)C1c1cccc([N+](=O)[O-])c1 (stereo unspecified),x,x,-4.8%,2.3%,-9.7%,3.0%,6.1%,x
Cc1ccc(CNC(=O)c2cn(C3CCCC3)c(=O)c3c2c2ccccc2n3C)o1,u,-1.4%,17.3%,9.7%,u,-1.3%,-2.3%,12.0%
COc1cc(OC)c(Cl)cc1N,-7.7%,-15.7%,1.7%,9.4%,-4.2%,u,-2.3%,-2.5%
CCOC(=O)c1c(C)n(C)c2ccc(OCC(O)CN3CCC(C)CC3)cc12 (stereo unspecified),u,-9.4%,-8.8%,-7.4%,-7.4%,-1.4%,-4.7%,u
NC(=O)c1ccsc1NC(=O)COC(=O)Cc1cccc2ccccc12,u,-39.6%[inhibitor],-2.7%,19.2%,-9.2%,1.6%,5.5%,2.0%
Cc1ccnc(NS(=O)(=O)c2ccc(Cl)nc2)c1,u,x,1.3%,5.0%,8.8%,-2.2%,-4.7%,-18.6%
O=C(CN1CCN(c2ccccc2O)CC1)NC(c1ccccc1)c1ccccc1,u,-0.4%,-4.1%,-6.1%,1.2%,u,-10.7%,u
CC12CCC(=O)N1C(C(=O)OCC(=O)Nc1ccc(Cl)c(Cl)c1)CS2 (stereo unspecified),-7.5%,12.2%,9.2%,1.4%,-4.7%,0.0%,5.8%,-6.0%
Cc1ccc(Sc2nc(C)cc(C)c2S(C)(=O)=O)cc1,u,-14.1%,-3.5%,10.2%,2.5%,-3.2%,-1.1%,3.4%
Cc1nc(CSc2nsc(/C=C/N(C)C)c2C#N)cs1,6.31µM*,-4.2%,0.1%,195.8%[activator],-9.1%,-2.7%,1.3%,-0.9%
O=C(NNC(=O)c1c(F)cccc1F)c1ccccc1-n1cccc1,6.9%,6.4%,1.6%,5.5%,-2.2%,1.1%,x,2.0%
CCOc1ccc(CCNC(=O)c2cc3sc(Cl)cc3n2C)cc1OCC,-3.9%,-22.8%,1.0%,14.8%,4.8%,-2.4%,-8.9%,-4.5%
Cc1ccc(C)c(NS(=O)(=O)c2cc(Br)cnc2N)c1,u,-0.5%,-1.0%,4.8%,-4.7%,-9.0%,1.6%,1.6%
O=C(Nc1ccccc1)N1CCSCC1,8.0%,-4.6%,-3.7%,-6.5%,1.0%,-2.3%,-7.9%,-4.3%
OCCC1CN(Cc2ccc3nsnc3c2)CCN1C1CCCCC1 (stereo unspecified),11.2%,x,3.2%,-1.1%,5.5%,11.1%,-3.5%,x
CC(NC(=O)C1(C)CC1(Br)Br)C(C)(C)C (stereo unspecified),7.6%,-7.3%,2.1%,2.8%,6.9%,-4.7%,-12.2%,3.4%
O=C(CSc1nccc(=O)[nH]1)Nc1ccc(S(=O)(=O)N2CCOCC2)cc1,u,-51.6%[inhibitor],-12.8%,12.0%,6.4%,2.7%,4.7%,-7.2%
Cc1ccc2nc(NC(=O)c3ccc(S(=O)(=O)N4CCCc5ccccc54)cc3)sc2c1,3.2%,-45.4%[inhibitor],5.0%,0.2%,u,0.0%,10.2%,1.6%
Cc1cc(C)cc(N2C(=O)CC(Sc3ccccc3C(=O)O)C2=O)c1 (stereo unspecified),x,x,-0.3%,0.4%,-0.5%,-2.6%,-4.2%,x
Cc1ccnc(SCc2cc(=O)c(OC(=O)c3cc([N+](=O)[O-])ccc3Cl)co2)n1,-13.5%,0.1%,-4.7%,6.1%,u,2.9%,3.4%,7.7%
CCOc1nc2cccc(C(=O)OC(C)OC(=O)OC3CCCCC3)c2n1Cc1ccc(-c2ccccc2-c2nn[nH]n2)cc1 (stereo unspecified),0.3%,9.1%,1.9%,12.0%,u,x,-1.0%,x
Cc1ccc(CN2CCN(C/C=C/c3ccc(F)cc3)CC2CCO)o1 (stereo unspecified),-6.8%,x,-1.0%,12.7%,-0.7%,9.7%,-0.2%,2.1%

# Screening data: PubChem BioAssay, National Center for Advancing Translational Sciences (NCATS)

# This is a subset, so the mix of outcomes need not match the whole.
